Compound activity deposited in PubChem by Sanford-Burnham Center for Chemical Genomics.
ATG4B inhibitor = ATG4B protease inhibitors, primary screen, biochemical, fluorescence, uHTS; 340,000 tested, 0.51% active; AID 504462, 2011; inhibition, % at 8.33 µM; ATG4B cleavage of LC3-PLA2, NBD-HPC fluorescence, 1 h; in the data active = inhibition above about 40%
Target sequence (Q9Y4P1 whole entry, looked up): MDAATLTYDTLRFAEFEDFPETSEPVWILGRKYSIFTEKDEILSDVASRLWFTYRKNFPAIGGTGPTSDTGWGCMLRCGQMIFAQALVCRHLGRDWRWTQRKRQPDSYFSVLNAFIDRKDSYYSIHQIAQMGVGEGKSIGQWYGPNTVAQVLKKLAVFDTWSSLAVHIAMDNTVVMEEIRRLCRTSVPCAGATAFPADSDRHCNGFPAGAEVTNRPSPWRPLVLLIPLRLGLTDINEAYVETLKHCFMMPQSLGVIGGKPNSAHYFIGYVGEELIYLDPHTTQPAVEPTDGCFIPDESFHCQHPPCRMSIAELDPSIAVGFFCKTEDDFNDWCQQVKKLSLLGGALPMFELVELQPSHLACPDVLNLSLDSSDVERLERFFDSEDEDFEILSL
MPTP block = mitochondrial permeability transition pore inhibitors, primary screen, biochemical, isolated mouse mitochondria, absorbance; Ca2+ swelling absorbance, 30 min; inhibition, % at 10 µM; 360,000 tested, 1.4% active;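 active = inhibition of 50% or more, scaled per plate between neutral and stimulator controls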;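 note: 0% = DMSO wells given calcium and 100% = 1 mM EGTA wells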
PfGluPho inh = PfG6PD enzyme inhibitors, primary screen, biochemical, fluorescence intensity, uHTS | glucose-6-phosphate dehydrogenase-6-phosphogluconolactonase (Plasmodium falciparum 3D7) | 350,000 tested, 0.78% active | inhibition, % at 20 µM | PfGluPho enzyme, NADPH resazurin-diaphorase fluorescence;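 active = inhibition reaching at least a set limit at 20 µM in the primary screen, cut at about 59% in these data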;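 note: 0% = DMSO wells with substrate and 100% = DMSO wells lacking glucose-6-phosphate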
hIAP activ = human IAP activators, primary screen, biochemical, luminescence, uHTS | purified human IAP, CDP-Star luminescence, 30 min; active compounds read high; 1 = vehicle-only enzyme, 0 = enzyme-free background | activation factor at 10 µM | 330,000 tested, 0.16% active | AID 2524, 2010;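 active = activation factor of the enzyme at least 2-fold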; note: the source names both 10 and 20 µM as test concentration; values of inactives mirror those of a sister screen read the other way
SENP8 block = human SENP8 protease inhibitors, primary screen, biochemical, fluorescence, Nedd8 protein substrate, uHTS; recombinant SENP8; 360,000 tested, 0.64% active; AID 602440, 2012; inhibition, % at 20 µM; in the data active = inhibition mostly above about 40%, no sharp cut-off; inactive = mostly below about 27%
SENP6 inh = SENP6 protease inhibitors, primary screen, biochemical, luminescence, uHTS; inhibition, % at 10 µM; Recombinant SENP6 catalytic domain, aminoluciferin luminescence; 330,000 tested, 1.8% active;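 active = inhibition above about 50% at the single tested dose, limit read from the data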;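 note: plate controls were DMSO wells with enzyme for no effect and DMSO wells lacking enzyme for full effect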
Target sequence (Q9GZR1 628-1112 limits assumed): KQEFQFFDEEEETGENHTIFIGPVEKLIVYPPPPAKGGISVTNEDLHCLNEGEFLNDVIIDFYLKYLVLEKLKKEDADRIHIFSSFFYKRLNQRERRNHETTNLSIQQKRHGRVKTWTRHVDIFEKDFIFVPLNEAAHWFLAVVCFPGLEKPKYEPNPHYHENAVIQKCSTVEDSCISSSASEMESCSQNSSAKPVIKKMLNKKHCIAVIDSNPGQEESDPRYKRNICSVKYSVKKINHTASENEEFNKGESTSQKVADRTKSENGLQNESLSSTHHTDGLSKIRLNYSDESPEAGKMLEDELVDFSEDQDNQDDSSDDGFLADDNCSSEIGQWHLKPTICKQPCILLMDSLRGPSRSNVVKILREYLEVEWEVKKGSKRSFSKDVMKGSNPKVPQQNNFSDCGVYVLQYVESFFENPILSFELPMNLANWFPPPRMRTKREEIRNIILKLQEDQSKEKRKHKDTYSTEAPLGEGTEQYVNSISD
SENP1 inh = human SENP1 catalytic domain inhibitors, primary screen, biochemical, FRET, uHTS; Sentrin-specific protease 1 (Homo sapiens), Q9P0U3; recombinant SENP1 catalytic domain, CyPet-SUMO1-YPet FRET cleavage; inhibition, % at 10 µM; 360,000 tested, 0.21% active; AID 624204, 2012;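 active = inhibition at least 30% at 10 µM, raw YFP signal under a set limit, fluorescence ratio 0.5 to 1.5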;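 note: 0% = enzyme with DMSO and 100% = no enzyme wells; some results filed as inactive read as strong as hits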
Target sequence (Q9P0U3 419-644 limits assumed): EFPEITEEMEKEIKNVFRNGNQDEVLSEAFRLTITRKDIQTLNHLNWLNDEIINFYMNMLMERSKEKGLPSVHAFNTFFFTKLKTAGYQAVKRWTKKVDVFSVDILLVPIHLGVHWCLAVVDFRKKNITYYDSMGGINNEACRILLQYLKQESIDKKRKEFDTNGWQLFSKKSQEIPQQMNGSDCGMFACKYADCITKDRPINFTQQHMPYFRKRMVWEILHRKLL
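Material: hSENP1 catalytic domain, recombinant; medium: Tris pH 8 with BME, BSA, NP40 and catalase; compound: single concentration of 10 µM compound, 0.5% DMSO final; technique: FRET read of cyan and yellow fluorescence; timing: 50 min enzyme reaction, room temperature, light-protected; reagent: SFCypet-SUMO1-SFYpet substrate at 25 nM; control set: no-enzyme low, enzyme-DMSO high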
GRIN3A LBD mod = binders of NR3A ligand-binding domain, primary screen, biophysical, differential scanning fluorimetry, uHTS. 340,000 tested, 2.5% active. Tm shift relative to glycine control, % at 25 µM. AID 1259313, 2017. NR3A LBD differential scanning fluorimetry, Tm shift; 0% = protein alone, 100% = glycine-bound protein;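 active = melting temperature shift of at least 10% of the positive control shift, at one fixed dose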
* hit, by the source's call; i = inactive; . = not tested or not shown.

SMILES	ATG4B inhibitor	MPTP block	PfGluPho inh	hIAP activ	SENP8 block	SENP6 inh	SENP1 inh	GRIN3A LBD mod
C=CCN(C(=O)c1csnn1)C(C(=O)NC(C)(C)C)c1ccncc1 (stereo not drawn)	-5	-0.1	1	0.97	20	5	0	-1
COc1ccc(NC(=O)N(Cc2cc3cc(OC)c(OC)cc3[nH]c2=O)CC2CCCO2)cc1 (stereo not drawn)	-1	1.4	-11	1.1	-250	1	0	1
COc1cccc(CSc2ccc(S(=O)(=O)N3CCOCC3)cc2C(=O)NCC2CCCO2)c1OC (stereo not drawn)	0	-7.6	3	1.1	15	9	3	0
COc1ccc(NC(=O)CCN2CCCCCC2)c(OC)c1	-3	-1.2	3	1.1	17	-18	1	-1
Cc1ccc(NC(=O)N2CCCC2C(=O)NCc2ccc(Cl)cc2)cc1 (stereo not drawn)	9	-0.9	-7	0.95	22	3	2	-1
CCN(CC(=O)Nc1ccc2c(c1)OC(F)(F)O2)Cc1nc2ccccc2c(=O)[nH]1	-5	-4.5	11	1.4	4	-15	-2	-11
CCN1/C(=C\C=C2\C(=O)N(c3ccccc3)C(=S)N2C)Sc2ccccc21	-3	27	14	.	20	.	35*	4
CC(=O)Oc1cccc(N2C(=O)C3C(C2=O)C2C=CC3C23CC3)c1 (stereo not drawn)	-17	-0.2	6	1	2	0	3	-3
Cc1ccc(OCC(=O)Nc2ccc([N+](=O)[O-])cc2)cc1	-12	2.9	13	0.9	13	8	1	-8
O=C(CSc1nnc(-c2cccs2)n1-c1ccccc1)c1ccc2c(c1)OCCO2	-3	-1.2	2	1.2	-6	-12	0	0
O=C(NCc1cn2ccsc2n1)c1cccs1	-2	-0.3	6	0.95	8	-12	3	2
COc1cc(C)nn1-c1ccc(Cl)cc1	-6	-2.4	12	1.2	14	-2	0	0
CCC(=O)N1CCc2cc(Br)cc(S(=O)(=O)CCC(=O)NCc3ccco3)c21	-9	-0.2	3	1.1	14	-16	3	1
CCN(CC)S(=O)(=O)N1CCC(C(=O)NC(C)CCc2ccccc2)CC1 (stereo not drawn)	-5	-1.9	-3	0.99	-2	-13	2	-1
COc1ccc(COCC(O)CN2CCN(S(=O)(=O)c3ccc(C(C)C)cc3)CC2)cc1 (stereo not drawn)	-15	-2.5	3	0.94	14	7	2	1
CC(=O)Oc1ccc(-c2nc(-c3cccnc3)no2)cc1	-8	2.2	-27	1.1	14	96*	0	-2
COC(=O)[C@H](C)NC(=O)NC(C)CCc1ccccc1 (stereo partly drawn)	-2	-2.0	-8	0.97	5	3	2	-1
CCCCCCC(=O)O	-9	-1.1	-2	1.1	8	-10	0	0
Nc1nc(SCc2ccccc2)c2ncn(CCO)c2n1	2	-0.4	-5	.	12	.	0	-1
S=c1nc[nH]c2c1sc1nc(N3CCOCC3)c3c(c12)CCCC3	-9	5.3	11	1.1	-131	6	-18	4

Entries of single compounds from above. Order of values: ATG4B inhibitor | MPTP block | PfGluPho inh | hIAP activ | SENP8 block | SENP6 inh | SENP1 inh | GRIN3A LBD mod
Record of S=c1nc[nH]c2c1sc1nc(N3CCOCC3)c3c(c12)CCCC3 → -9 | 5.3 | 11 | 1.1 | -131 | 6 | -18 | 4
Record of CCN(CC)S(=O)(=O)N1CCC(C(=O)NC(C)CCc2ccccc2)CC1 (stereo not drawn) → -5 | -1.9 | -3 | 0.99 | -2 | -13 | 2 | -1
Record of CCC(=O)N1CCc2cc(Br)cc(S(=O)(=O)CCC(=O)NCc3ccco3)c21 → -9 | -0.2 | 3 | 1.1 | 14 | -16 | 3 | 1
Record of CCN(CC(=O)Nc1ccc2c(c1)OC(F)(F)O2)Cc1nc2ccccc2c(=O)[nH]1 → -5 | -4.5 | 11 | 1.4 | 4 | -15 | -2 | -11
Record of Nc1nc(SCc2ccccc2)c2ncn(CCO)c2n1 → 2 | -0.4 | -5 | . | 12 | . | 0 | -1

Additional results.
SMILES	ATG4B inhibitor	MPTP block	PfGluPho inh	hIAP activ	SENP8 block	SENP6 inh	SENP1 inh	GRIN3A LBD mod
O=C(NCc1ccc(F)cc1)C1CC(=O)N(C2CCCC2)C1 (stereo not drawn)	-8	-2.8	-2	0.98	9	0	-1	1
O=C(NCCCn1ccnc1)c1cccc(S(=O)(=O)Nc2ccc(F)cc2)c1	-1	0.2	5	1.1	9	-8	-1	1
Cc1nc2sc3c(c2c(=O)o1)CC(C)(C)OC3	-8	-2.5	1	0.94	-9	-13	1	-1
CC(=NNS(=O)(=O)c1ccc(C)cc1)c1ccccc1	.	0.9	-3	.	23	.	4	.
COc1ccccc1Oc1ccc(NC(=O)c2ccc(Cl)cc2)cc1	-7	6.5	-7	1.2	11	-13	0	-7
Cn1c(=O)c2c(nc(N3CCOCC3)n2CCSc2ncccn2)n(C)c1=O	-3	-3.0	-12	0.98	20	-8	4	-1
COCCNC(=O)c1c[nH]c2ccc(S(=O)(=O)Nc3ccc(F)cc3F)cc2c1=O	-6	0.5	-21	0.94	-59	-14	0	1
O=c1cc(-c2ccc(O)cc2)oc2c([C@@H]3O[C@H](CO)[C@@H](O)[C@H](O)[C@H]3O)c(O)c([C@@H]3O[C@H](CO)[C@@H](O)[C@H](O)[C@H]3O)c(O)c12	-7	0.0	-9	1	12	0	6	-2
Cc1[nH]nc2c1C1(C(=O)Nc3ccc([N+](=O)[O-])cc31)C(C#N)=C(N)O2 (stereo not drawn)	4	3.4	6	1.2	15	-7	1	0
Cc1ccc(N2C(=O)N3[C@H](c4ccc(Cl)cc4)[C@@H]4C(=O)N(C5CCCCC5)C(=O)[C@@H]4[C@]3(Cc3ccccc3)C2=O)cc1	-2	3.1	0	1	13	-16	4	4
CCn1c(COc2ccc(C)cc2)nc2ccccc21	4	-1.0	-8	1.1	8	-18	2	0
Cc1ccc(S(=O)(=O)NCCC(=O)NCC(c2ccc(F)cc2)N2CCOCC2)cc1 (stereo not drawn)	-10	-2.3	-12	1	17	3	1	-5
Cc1nn(-c2ccccc2)c(C)c1NC(=O)COC(=O)c1ccccc1OC(F)F	1	-0.7	-17	1	7	-13	0	-1
CCCNC(=O)CCC(NS(=O)(=O)c1ccc(C)cc1)C(=O)NCCC (stereo not drawn)	2	-0.2	-6	0.87	24	5	3	-4
COC(=O)C1CCN(C(=O)COC(=O)COc2ccc(C#N)cc2)CC1	-10	-3.9	-7	1	25	-6	1	0
CCN1CCN(C(=O)CN2C(=O)c3cccc4cccc2c34)CC1	6	1.4	-1	1	-205	-1	-19	-3
Cc1ccccc1C(=O)NNC(=O)C(=O)Nc1cccc(Cl)c1C	1	0.6	-19	1.8	20	1	1	-4
CCc1cc(C)cc(OCCNC(=O)c2ncn[nH]2)c1	-7	1.5	-1	1.2	7	3	1	-1
O=C(Nc1ccc2c(c1)OCCO2)C1CCN(S(=O)(=O)c2ccc3c(c2)OCCO3)CC1	-8	4.8	12	0.98	17	3	1	0
O=C(Nc1ccccc1)c1cc([N+](=O)[O-])ccc1NCc1cccnc1	-21	2.2	-7	1	23	5	0	1
Cc1ccc(Nc2nc(CSc3nnc(-c4cccs4)o3)cs2)cc1	14	3.0	46	0.95	-54	-10	1	-8
CC(CCc1ccccc1)NC(=O)COC(=O)c1cccnc1Cl (stereo not drawn)	-6	-0.8	-4	1	7	3	1	-2
Cc1nc2ccc(S(=O)(=O)NCC(=O)N3CCC(N4CCCCC4)CC3)cc2s1	-12	-3.2	-14	1.1	35	3	0	2
O=C(COC(=O)c1cc2ccccc2cc1O)Nc1ccccc1F	-11	-1.6	3	0.97	-192	-28	3	-7
COc1ncnc2c1N=C1CC(C)(C)CC(N)=C1S2	-4	0.5	18	0.93	20	-23	34*	0
COC(=O)C[C@H]1c2cc(C(F)(F)F)ccc2S(=O)(=O)N1C(C)(C)C	-1	0.1	-4	0.93	-4	-18	-2	1
COC(=O)COc1ccc(-c2nn(C)c(=O)c3ccccc23)cc1	-6	3.4	-2	1	10	-6	0	-1
COc1ccc(CN(C(=O)c2cccs2)c2nccs2)cc1OC	-11	1.1	-2	0.97	12	-5	-3	-1
O=C(CCc1n[nH]c(=O)[nH]c1=O)N/N=C/c1ccco1	-1	-0.3	-13	0.92	6	0	4	-1
CC(C)OCCCNC(=O)CCc1nc(-c2ccccc2)no1	-2	1.5	2	0.89	11	-17	2	-2
COc1ccc2c(c1)C(=O)[C@@H](O)[C@H](c1ccc(OC)c(Br)c1)O2	2	1.0	-132	1.2	i	-3	4	2
CCCCCCN1C[C@@H](n2cc(COC(=O)c3ccccc3)nn2)[C@H](O)C[C@@H]1c1ccc(C)cc1	.	-0.7	29	.	2	.	2	.
CC(C)Cc1nnc(NC(=O)CCC(=O)N2CCN(c3ccccc3F)CC2)s1	-5	-1.3	4	1.3	11	16	-1	-3
COc1cccc(CNC(=O)C2CCC(CNS(=O)(=O)c3cccc4nsnc34)CC2)c1 (stereo not drawn)	3	-1.7	0	0.94	12	1	1	1
COC(=O)c1c(SCc2cccc3ccccc23)nc(=O)[nH]c1C	-10	1.2	-26	0.93	11	-9	-6	0
CCCC#Cc1ccc2c(c1)O[C@H](CN(C)S(=O)(=O)c1cccc(OC)c1)[C@H](C)CN([C@H](C)CO)S2(=O)=O	.	-1.2	35	.	5	.	3	.
O=C(c1ccco1)N1CCCC(c2nc3c(nnn3Cc3ccc(F)cc3)c(=O)[nH]2)C1 (stereo not drawn)	-2	-1.3	-14	1.2	6	-5	0	1
O=C(C1CCCCC1)N1CCC(n2nnc3ccccc32)CC1	-6	-0.9	-6	1	5	-7	0	1
COc1ccc(-c2cc(C(=O)NCCN3CCOCC3)no2)cc1OC	-8	1.8	7	0.89	-4	-5	1	2
Cc1cc(NC(=O)COC(=O)C2CCN(S(=O)(=O)c3c(Cl)cccc3Cl)CC2)no1	-10	-2.0	-18	1.1	-2	5	1	2
Cc1cn([C@H]2C[C@H](O)[C@@H](CNCc3ccc(-c4cc(Cl)ccc4C(F)(F)F)o3)O2)c(=O)[nH]c1=O	.	3.5	16	.	9	.	-3	.
CC(=O)Nc1cccc(NC(=O)COc2nncc3ccccc23)c1	5	2.1	4	0.97	6	-5	-2	-1
O=C1OC[C@@H]2CCCN2C(=O)[C@H](CC(=O)N(CCO)Cc2ccccc2)C/C=C\CC[C@@H]1Cc1ccc(F)cc1	4	0.1	-6	1.1	5	-2	1	0
CN(CC(=O)Nc1ccc(Cl)cc1)Cc1cc(=O)n2ccsc2n1	-4	-0.1	-6	1.1	-35	-2	0	3
O=C(Nc1ccccc1N1CCN(C(=O)c2ccc(Cl)cc2)CC1)c1ccc(Br)cc1	3	6.3	7	0.96	0	-6	2	3
COCCNc1cc(NCCOC)c([N+](=O)[O-])cc1[N+](=O)[O-]	-1	2.9	25	0.92	36	-8	2	-6
CCSc1ccc([C@@H]2[C@@H]3C(=O)N(CC)C(=O)[C@@H]3[C@]3(C(=O)OC)CCCCN23)cc1	-6	1.4	7	1	10	5	1	1
Cc1oc(C)c(C(=O)NCCCC(=O)O)c1C(=O)NCCCC(=O)O	-8	-1.3	2	1.2	0	-3	1	-5
O=C1CC(c2ccccc2)CC(O)=C1C=NCc1ccncc1 (stereo not drawn)	-3	0.2	-2	1	5	5	-2	-2
O=C(Nc1ccc2c(c1)N(S(=O)(=O)c1cccs1)CCC2)c1c(F)cccc1Cl	15	-1.1	51	1	13	-14	-5	2
O=C(Cc1ccccc1)c1c[nH]c(C(=O)NCCCN2CCOCC2)c1	1	11	-14	0.99	16	-10	-2	0
CCN(Cc1ccccc1)S(=O)(=O)c1ccc(F)cc1	5	0.0	9	0.95	21	9	-1	-3
